p53 PUMA act: mutant p53 pathway reactivation. actives 1.5% (n = 28,000). SW480 PUMA-promoter luciferase. activation, % at 9.98 µM; in the data active = activation above about 52%; inconclusive = no clear call, values can overlap the other calls
STK33 inh: blocks human STK33 kinase activity; ADP-Glo luminescence, MBP substrate; Q9BYT3; actives 0.44% (n = 27,000); inhibition, % at 12.5 µM; AID 2322; in the data active = inhibition above about 20%; inconclusive = no clear call, values can overlap the other calls
Target sequence (Q9BYT3 whole entry, looked up): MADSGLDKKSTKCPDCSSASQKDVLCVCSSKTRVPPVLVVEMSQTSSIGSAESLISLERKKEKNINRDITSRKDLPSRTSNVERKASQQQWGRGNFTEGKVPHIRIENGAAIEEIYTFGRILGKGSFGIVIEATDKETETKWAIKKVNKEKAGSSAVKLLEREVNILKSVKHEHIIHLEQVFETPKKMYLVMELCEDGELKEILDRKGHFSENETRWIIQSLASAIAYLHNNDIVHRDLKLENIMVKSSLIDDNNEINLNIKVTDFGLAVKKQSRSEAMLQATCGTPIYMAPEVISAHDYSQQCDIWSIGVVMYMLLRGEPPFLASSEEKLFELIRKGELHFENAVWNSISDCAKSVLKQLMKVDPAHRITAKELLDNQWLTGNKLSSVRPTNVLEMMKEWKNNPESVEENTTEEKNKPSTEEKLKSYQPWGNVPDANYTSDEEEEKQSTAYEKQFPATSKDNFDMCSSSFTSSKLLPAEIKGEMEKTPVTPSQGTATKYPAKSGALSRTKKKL
An asterisk follows results filed as active; ? = inconclusive; · = no result given. An excerpt; rates above refer to the full screens.

SMILES	p53 PUMA act	STK33 inh
COC(=O)C[C@H]1C(C)(C)[C@@H](OC(C)=O)[C@@H]2CC3=C4CC(=O)O[C@@H](c5ccoc5)[C@]4(C)CCC3[C@@]1(C)C2=O (some centres not stated)	·	0.7
C[C@H]1CCCCO[C@@H](CN(C)C)[C@@H](C)CN([C@@H](C)CO)C(=O)c2cc(N(C)C)ccc2O1	-0.1	·
C[C@@H]1CN([C@@H](C)CO)C(=O)c2cc(N(C)C)ccc2O[C@@H](C)CCCCO[C@@H]1CN(C)C(=O)Nc1ccccc1	-7.9	·
CCC(Sc1nnc2c3ccccc3n(C)c2n1)C(=O)Nc1cccc2ccccc12 (configuration not stated)	-20.8	1.4
O=C(CCCN1C(=O)c2ccccc2C1=O)Nc1cccc(F)c1	15.3	-2.6
C[C@@H]1CN([C@@H](C)CO)C(=O)Cc2cc(NS(=O)(=O)c3ccc(Cl)cc3)ccc2O[C@@H]1CN(C)C(=O)Nc1ccc(F)cc1	-4.6	-0.5
C[C@H](CO)N1C[C@H](C)[C@@H](CN(C)S(=O)(=O)c2ccc(F)cc2)Oc2ccc(NS(=O)(=O)c3ccc(Cl)cc3)cc2CC1=O	7.5	·
O=C(Cn1ccc([N+](=O)[O-])n1)Nc1ccc(F)cc1	28.9	2.5
C[C@@H]1CN([C@H](C)CO)C(=O)Cc2cc(NC(=O)CCN3CCOCC3)ccc2O[C@H]1CN(C)C(=O)Nc1cccc2ccccc12	-9.2	-0.8
COc1ccc(S(=O)(=O)N(C)C[C@@H]2Oc3ccc(NS(=O)(=O)c4cccs4)cc3CC(=O)N([C@@H](C)CO)C[C@@H]2C)cc1	·	0.0
COc1cc(OC)c2c(=O)c(-c3ccccc3)coc2c1	·	3.5
Cc1noc(C)c1NC(=O)Nc1cccc2c1O[C@H](CN(C)Cc1ccc(C(F)(F)F)cc1)[C@H](C)CN([C@@H](C)CO)C2=O	5.0	·
CS(=O)(=O)N(CC(=O)Nc1ccc2ccccc2c1)c1ccc(F)cc1	13.4	0.4
Cc1ccc(S(=O)(=O)Nc2cccc3c2O[C@@H](CN(C)C(=O)NC2CCCCC2)[C@@H](C)CN([C@@H](C)CO)C3=O)cc1	1.7	·
CCCN(C)C[C@H]1OCCCC[C@@H](C)Oc2ccc(NS(=O)(=O)c3ccc(OC)cc3)cc2C(=O)N([C@H](C)CO)C[C@H]1C	-10.8	·
COc1ccc(NC(=O)Nc2ccc3c(c2)CC(=O)N([C@@H](C)CO)C[C@@H](C)[C@@H](CN(C)C(=O)Nc2ccccc2)O3)cc1	12.8	-2.4
CC(C)NC(=O)N(C)C[C@H]1Oc2ccc(NC(=O)C3CCCCC3)cc2CC(=O)N([C@H](C)CO)C[C@H]1C	16.7	-1.8
C[C@@H]1CN([C@H](C)CO)S(=O)(=O)c2ccc(-c3ccncc3)cc2O[C@@H]1CN(C)C(=O)Nc1ccc(C(F)(F)F)cc1	-34.5	·
COc1ccc(C(=O)Nc2sc3c(c2C(=O)Nc2cccc(OC)c2)CCC3)cc1	70.8*	1.6
C[C@H]1CN([C@@H](C)CO)C(=O)Cc2cc(NC(=O)Nc3ccc(C(F)(F)F)cc3)ccc2O[C@H]1CN(C)Cc1ccc(Cl)c(Cl)c1	·	-1.5
COc1ccc(NC(=O)N(C)C[C@H]2Oc3ccc(NC(=O)Cc4ccccc4)cc3CC(=O)N([C@@H](C)CO)C[C@@H]2C)cc1	·	5.0
C[C@H](CO)N1C[C@H](C)[C@H](CN(C)C(=O)Nc2ccccc2)OCCCC[C@H](C)Oc2ccc(NS(=O)(=O)c3cn(C)cn3)cc2C1=O	3.5	·
O=S(=O)(N[C@@H]1CCCN(Cc2cccc(OCCO)c2)C1)c1ccccc1	·	-10.0
CNC(=O)CN(C#N)c1nc(C)cc(C)n1	-0.6	3.4

Reprinted from the entries so far, 15 compounds:
SMILES	p53 PUMA act	STK33 inh
C[C@H](CO)N1C[C@H](C)[C@@H](CN(C)S(=O)(=O)c2ccc(F)cc2)Oc2ccc(NS(=O)(=O)c3ccc(Cl)cc3)cc2CC1=O	7.5	·
O=C(Cn1ccc([N+](=O)[O-])n1)Nc1ccc(F)cc1	28.9	2.5
C[C@@H]1CN([C@H](C)CO)C(=O)Cc2cc(NC(=O)CCN3CCOCC3)ccc2O[C@H]1CN(C)C(=O)Nc1cccc2ccccc12	-9.2	-0.8
COc1ccc(S(=O)(=O)N(C)C[C@@H]2Oc3ccc(NS(=O)(=O)c4cccs4)cc3CC(=O)N([C@@H](C)CO)C[C@@H]2C)cc1	·	0.0
COc1cc(OC)c2c(=O)c(-c3ccccc3)coc2c1	·	3.5
Cc1noc(C)c1NC(=O)Nc1cccc2c1O[C@H](CN(C)Cc1ccc(C(F)(F)F)cc1)[C@H](C)CN([C@@H](C)CO)C2=O	5.0	·
CS(=O)(=O)N(CC(=O)Nc1ccc2ccccc2c1)c1ccc(F)cc1	13.4	0.4
Cc1ccc(S(=O)(=O)Nc2cccc3c2O[C@@H](CN(C)C(=O)NC2CCCCC2)[C@@H](C)CN([C@@H](C)CO)C3=O)cc1	1.7	·
CCCN(C)C[C@H]1OCCCC[C@@H](C)Oc2ccc(NS(=O)(=O)c3ccc(OC)cc3)cc2C(=O)N([C@H](C)CO)C[C@H]1C	-10.8	·
COc1ccc(NC(=O)Nc2ccc3c(c2)CC(=O)N([C@@H](C)CO)C[C@@H](C)[C@@H](CN(C)C(=O)Nc2ccccc2)O3)cc1	12.8	-2.4
CC(C)NC(=O)N(C)C[C@H]1Oc2ccc(NC(=O)C3CCCCC3)cc2CC(=O)N([C@H](C)CO)C[C@H]1C	16.7	-1.8
C[C@@H]1CN([C@H](C)CO)S(=O)(=O)c2ccc(-c3ccncc3)cc2O[C@@H]1CN(C)C(=O)Nc1ccc(C(F)(F)F)cc1	-34.5	·
COc1ccc(C(=O)Nc2sc3c(c2C(=O)Nc2cccc(OC)c2)CCC3)cc1	70.8*	1.6
C[C@H]1CN([C@@H](C)CO)C(=O)Cc2cc(NC(=O)Nc3ccc(C(F)(F)F)cc3)ccc2O[C@H]1CN(C)Cc1ccc(Cl)c(Cl)c1	·	-1.5
COc1ccc(NC(=O)N(C)C[C@H]2Oc3ccc(NC(=O)Cc4ccccc4)cc3CC(=O)N([C@@H](C)CO)C[C@@H]2C)cc1	·	5.0

Next entries
SMILES	p53 PUMA act	STK33 inh
COc1ccc(NC(=O)c2c(NC(=O)Cc3ccc(OC)c(OC)c3)sc3c2CCC3)cc1	11.5	-2.7
COc1ccc(NC(=O)N(C)C[C@H]2Oc3ccc(NS(=O)(=O)c4ccccc4)cc3CC(=O)N([C@@H](C)CO)C[C@@H]2C)cc1	·	0.1
COC(=O)N(C)C[C@H]1OCc2cnnn2CCCC(=O)N([C@H](C)CO)C[C@@H]1C	9.3	-0.3
CN1CCN(c2ccccc2NC(=O)COc2ccc(Br)cc2)CC1	21.2	-1.3
O=[N+]([O-])c1ccccc1/C=C/c1ccncc1	·	?
C[C@@H]1CN([C@H](C)CO)C(=O)c2cc(NC(=O)NC3CCCCC3)ccc2O[C@H]1CN(C)C(=O)Nc1cccc2ccccc12	-17.8	1.8
C[C@@H]1CCCCO[C@@H](CN(C)Cc2ccc(C(=O)O)cc2)[C@@H](C)CN([C@H](C)CO)C(=O)c2cc(NC(=O)c3ccccc3)ccc2O1	·	1.6
C[C@H](CO)N1C[C@H](C)[C@@H](CN(C)C(=O)Cc2ccncc2)Oc2ncc(C#CCN(C)C)cc2C1=O	4.7	·
C[C@@H]1CN([C@H](C)CO)C(=O)CCCn2cc(nn2)CO[C@@H]1CN(C)Cc1ccc2c(c1)OCO2	-1.4	5.7
O=C(/C=C/c1ccc(O)cc1)OC[C@H]1O[C@@H](O[C@@H]2OC=C[C@H]3[C@H](O)[C@@H]4O[C@]4(CO)[C@@H]23)[C@H](O)[C@@H](O)[C@@H]1O	6.0	-2.1
Cc1ccc(S(=O)(=O)N(C)C[C@@H]2Oc3ccc(NC(=O)Nc4ccc5c(c4)OCO5)cc3C(=O)N([C@H](C)CO)C[C@@H]2C)cc1	-4.1	0.4
Cc1ccc2cccc(OCc3nnc(SCC(N)=O)n3C)c2n1	-3.7	2.7
COc1ccc(S(=O)(=O)N(C)C[C@@H]2Oc3ncc(C#Cc4ccc(OC)c(OC)c4)cc3C(=O)N([C@H](C)CO)C[C@@H]2C)cc1	·	0.9
O=C(CSc1nnc(-c2ccccc2Cl)n1-c1ccccc1)Nc1ccc(Br)cc1	-10.7	3.3
COc1ccc(-n2nnnc2SCC(=O)Nc2ccc(F)cc2)cc1	-4.4	-2.0
Cc1cc(C)c(NC(=O)CSc2nc(-c3ccccc3)cc(=O)[nH]2)c([N+](=O)[O-])c1	-0.9	-0.9
COC(=O)C(C#N)C(c1cccnc1)c1c(C)[nH][nH]c1=O (configuration not stated)	-4.8	-5.1
C[C@@H]1CCCCO[C@@H](CN(C)C(=O)CCC(F)(F)F)[C@H](C)CN([C@H](C)CO)C(=O)c2cc(NC(=O)c3ccncc3)ccc2O1	-0.4	·
C[C@H](CO)N1C[C@H](C)[C@@H](CN(C)CC2CC2)Oc2c(NS(C)(=O)=O)cccc2C1=O	-7.9	·
O=C(COc1cccc2ccccc12)Nc1cc(C(=O)O)cc(C(=O)O)c1	-19.6	-6.0
CCC(Sc1n[nH]c(N)n1)C(=O)Nc1ccc(C)cc1C (configuration not stated)	-6.9	-2.4
COc1ccc(NC(=O)Nc2ccc3c(c2)CC(=O)N([C@H](C)CO)C[C@@H](C)[C@@H](CN(C)S(=O)(=O)c2ccc(C)cc2)O3)cc1	-4.9	-2.6
COC(=O)c1ccc(Cl)c(NC(=O)Cc2ccccc2[N+](=O)[O-])c1	-12.9	2.3
C[C@@H]1CN([C@H](C)CO)C(=O)Cc2cc(NC(=O)c3ccncc3)ccc2O[C@H]1CN(C)CC1CC1	7.7	3.2
COc1ccc(-c2cc(C(F)(F)F)n3nc(C(=O)NCc4ccco4)cc3n2)cc1OC	2.2	0.4
C[C@@H]1CN([C@@H](C)CO)C(=O)Cc2cc(NC(=O)CCN3CCOCC3)ccc2O[C@@H]1CN(C)C(=O)Nc1ccc(F)cc1	·	0.3
C[C@H]1CCCCO[C@H](CN(C)C(=O)Nc2ccccc2)[C@@H](C)CN([C@@H](C)CO)C(=O)c2cc(NS(C)(=O)=O)ccc2O1	18.3	·
CC(=O)c1cc(C)ccc1OC(=O)CCN1C(=O)C2C3c4ccccc4C(c4ccccc43)C2C1=O (configuration not stated)	4.0	10.5
O=S(=O)(Nc1nccs1)c1ccc(NS(=O)(=O)c2cccs2)cc1	-1.8	-0.5
COc1cc2c(cc1OC)C(c1ccc(N)cc1)=NNC(=O)C2	·	0.5
C[C@@H]1CN([C@H](C)CO)C(=O)Cc2cc(NC(=O)Nc3ccc(F)cc3)ccc2O[C@@H]1CN(C)Cc1ccccc1	·	-3.2
C[C@@H]1CN([C@@H](C)CO)C(=O)c2cc(NC(=O)Cc3cn(C)c4ccccc34)ccc2O[C@H]1CN(C)Cc1ccc(Cl)c(Cl)c1	·	4.1
COc1cc(C(=O)OCCCN2CCCN(CCCOC(=O)c3cc(OC)c(OC)c(OC)c3)CC2)cc(OC)c1OC	24.4	-4.0
CC1=CC(C)(C)Nc2ccc(OC(=O)CN3C(=O)c4cccc([N+](=O)[O-])c4C3=O)cc21	-12.5	-2.0
COc1ccc(NC(=O)NCCc2ccccc2OC)c(OC)c1	7.0	1.9
Cc1noc(C)c1S(=O)(=O)N(C)C[C@@H]1Oc2ccc(NC(=O)NC3CCCCC3)cc2CC(=O)N([C@H](C)CO)C[C@@H]1C	·	0.8
C[C@@H]1CN([C@@H](C)CO)C(=O)Cc2cc(N(C)C)ccc2O[C@@H]1CN(C)S(=O)(=O)c1ccc(F)cc1	·	-3.1
C[C@@H]1CN([C@@H](C)CO)C(=O)c2cc(NC(=O)Nc3ccc(F)cc3)ccc2O[C@@H](C)CCCCO[C@@H]1CN(C)S(=O)(=O)c1cn(C)cn1	6.3	·
CS(=O)(=O)N(CC(=O)Nc1ccccc1C(=O)N1CCCC1)c1cccc(F)c1	-8.5	1.5
CCc1ccc2oc(-c3ccc(C)c(NC(=O)COc4ccc(Cl)cc4)c3)nc2c1	13.2	1.5
COc1ccc(-c2nnc(SCCC(=O)O)n2-c2ccccc2)cc1OC	0.0	-0.1
C[C@H]1CN([C@@H](C)CO)C(=O)c2cccc(NC(=O)Nc3ccc(C(F)(F)F)cc3)c2O[C@@H]1CN(C)Cc1ccc(C(=O)O)cc1	-1.3	·
COc1cccc(NC(=O)N(C)C[C@@H]2OCc3cn(nn3)CCCC(=O)N([C@@H](C)CO)C[C@@H]2C)c1	·	-1.0
C[C@@H]1CN([C@H](C)CO)C(=O)Cc2cc(NS(C)(=O)=O)ccc2O[C@H]1CN(C)S(=O)(=O)c1cn(C)cn1	-1.3	1.2
COc1ccc(C(=O)CSc2nc3cc(C)c(C)cc3[nH]2)cc1	-7.5	-8.5
CC(=O)c1ccc(NC(=O)CSc2n[nH]c(C)n2)cc1	6.9	-1.4
C[C@@H]1CN([C@@H](C)CO)C(=O)Cc2cc(N(C)C)ccc2O[C@@H]1CN(C)S(=O)(=O)c1cccs1	-5.1	-2.4
C[C@@H]1CN([C@H](C)CO)C(=O)Cc2cc(NS(=O)(=O)c3cccs3)ccc2O[C@@H]1CN(C)S(C)(=O)=O	·	-0.8
